CRFBP-R2 block = blocks CRF-induced signaling of the CRF-BP/CRF-R2 complex; HEK293 CRF-R2/CRF-BP, CRF-induced calcium fluorescence; inhibition, % at 11.8 µM; 0.59% of 350,000 active;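 active = inhibition of the ligand-induced calcium signal above about 50% at the single tested concentration, limit read from the data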
GalR3 antagonist = human GalR3 antagonism; O60755; inhibition, % at 3 µM; HEK293 GalR3-CNG cAMP membrane potential fluorescence; galR3 body fused to GalR1 C-terminus; 0.44% of 360,000 active; AID 651719;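 active = inhibition above the screen-wide average plus 3 SD, cut at about 13% in these data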;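 note: forskolin and galanin both at EC90 stimulate the cells; cAMP rise reported by CNG channel membrane potential dye signal; 0% = forskolin plus galanin with DMSO and 100% = forskolin alone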
* marks the source's active call; other numbers are inactive results. The list is partial, so the mix of outcomes need not match the whole.

(1) COc1cccc(NC(=O)CN2CCC(NC(=O)c3ccccc3C)CC2)c1
(2) C[C@H](CO)N1C[C@H](C)[C@H](CN(C)C(=O)C2CC2)OCc2cnnn2CCCC1=O
(3) Cc1ccc(F)cc1NC(=O)C1CC(=O)N(Cc2ccccc2)C1 (configuration not stated)
(4) CC1C(=O)N(Cc2cn(CCC3OCCCO3)nn2)CCS(=O)(=O)N1Cc1ccc(-c2ccccc2)cc1 (configuration not stated)
(5) CCc1cc(C(=O)N(CC)CC(=O)Nc2c(F)cccc2F)sc1C
(6) O=C1/C(=C/c2ccc3c(c2)OCO3)SC(=S)N1CCC(=O)N(CCO)c1ccccc1
(7) O=C(CC(=O)c1ccccc1)Nc1cccc([N+](=O)[O-])c1
(8) O=C(CSc1ccc(Cl)cc1)NC1CC1
assay / entry	1	2	3	4	5	6	7	8
CRFBP-R2 block	-5	1	-7	-12	5	5	-10	18
GalR3 antagonist	-8	-6	-3	-2	-2	-5	-2	-8

(9) O=C(Nc1ccn(CCCNCc2cccc3ccccc23)c(=O)n1)OCc1ccccc1
(10) Nc1cc(C(=O)N2CCN(c3cccc(Cl)c3)CC2)ccc1N1CC2CC(C1)c1cccc(=O)n1C2 (configuration not stated)
(11) O=C(COC(=O)CCNS(=O)(=O)c1ccc(Cl)cc1)NCc1ccccc1
(12) CCC/C=C/c1ccc(CN2C(C(C)C)C(=O)N(Cc3cn(Cc4ccco4)nn3)CCS2(=O)=O)cc1 (configuration not stated)
(13) O=C(OCc1cn([C@H]2CN(Cc3cccs3)[C@@H](c3ccccc3)C[C@@H]2O)nn1)c1ccccc1
(14) O=S(=O)(c1ccccc1)C(Br)S(=O)(=O)c1ccccc1
(15) CCN(CC)C(=O)c1nc(-c2cccc3ccccc23)no1
(16) CCCC1NC(=O)c2cccnc2-n2c1nc1ccccc1c2=O (configuration not stated)
assay / entry	9	10	11	12	13	14	15	16
CRFBP-R2 block	0	2	-1	-16	3	15	3	-3
GalR3 antagonist	-7	-3	-6	-6	-6	-7	-1	-3

(17) CCOCCCNC(=O)Cn1nc(-c2ccc(OC)c(OC)c2)ccc1=O
(18) C[C@H](CO)N1C[C@H](C)[C@H](CN(C)C(=O)Nc2ccc(F)cc2)OCc2ccccc2-c2c(n(C)c3ccccc23)C1=O
(19) C[C@H](CO)N1C[C@H](C)[C@H](CN(C)C(=O)c2ccccn2)Oc2cc(C#Cc3ccc(F)cc3)ccc2S1(=O)=O
(20) CCOC(=O)CNC(=O)CSc1nc(C(C)C)nc2c1cnn2-c1ccccc1
(21) N#Cc1ccc2c(=O)n(-c3ccccc3)sc2c1
(22) C#CCn1cc2c(c1-c1ccccc1)c(=O)n(C)c(=O)n2C
(23) CC(C)COC(=O)N(C)C[C@@H]1OCc2cnnn2CCCC(=O)N([C@@H](C)CO)C[C@H]1C
(24) CCCCN1CC(C)(C)[C@H](CC(=O)NC)C1=O
assay / entry	17	18	19	20	21	22	23	24
CRFBP-R2 block	47	-29	2	9	2	10	-4	3
GalR3 antagonist	-4	-2	-6	-6	-7	-5	0	-5

Grouped by structure, the compounds so far containing an aryl methoxy group (2)
(1) COc1cccc(NC(=O)CN2CCC(NC(=O)c3ccccc3C)CC2)c1
(17) CCOCCCNC(=O)Cn1nc(-c2ccc(OC)c(OC)c2)ccc1=O
assay / entry	1	17
CRFBP-R2 block	-5	47
GalR3 antagonist	-8	-4

One compound at a time (already shown). Order of screens: CRFBP-R2 block | GalR3 antagonist
Entry for C[C@H](CO)N1C[C@H](C)[C@H](CN(C)C(=O)c2ccccn2)Oc2cc(C#Cc3ccc(F)cc3)ccc2S1(=O)=O → 2 | -6
Entry for C#CCn1cc2c(c1-c1ccccc1)c(=O)n(C)c(=O)n2C → 10 | -5
Entry for N#Cc1ccc2c(=O)n(-c3ccccc3)sc2c1 → 2 | -7

Next section.
(25) Cc1ccc(NC(=S)/C(C#N)=C2/Nc3ccccc3S2)cc1
(26) CC(C)NC(=O)Nc1ccc2c(c1)C(=O)N([C@H](C)CO)C[C@H](C)[C@@H](CN(C)Cc1ccc(C(F)(F)F)cc1)OCCCC[C@H](C)O2
(27) COc1ccc(S(=O)(=O)N2CCN(Cc3ccccc3OC)CC2)cc1
(28) O=C(OCc1cn([C@H]2C[C@H](c3ccc(Cl)cc3)N(C(=O)c3cccs3)C[C@@H]2O)nn1)c1ccccc1
(29) CCc1noc(C)c1C(=O)N1CCN(c2cccc(Cl)c2)CC1
(30) O=C(NCCN1CCN(Cc2ccccc2)CC1)c1ccc(CS(=O)(=O)c2c(Cl)cccc2Cl)o1
(31) CCCCCCNC(=O)O[C@H]1CN(C(=O)OC(C)C)N(C(=O)OC(C)C)[C@@H]2CN(S(=O)(=O)c3ccc(C)cc3)C[C@]12O
(32) CN(C)S(=O)(=O)c1cccc(NC(=O)c2ccccc2SCC(=O)N2CCCC2)c1
assay / entry	25	26	27	28	29	30	31	32
CRFBP-R2 block	6	-1	-21	-8	-16	16	-6	1
GalR3 antagonist	-5	-7	-3	-7	-3	-8	-5	-6

(33) CCOC(=O)CCCCCC(=O)Nc1ccc2c(c1)C(=O)N([C@@H](C)CO)C[C@@H](C)[C@H](CN(C)C(=O)Nc1ccccc1)OCCCC[C@H](C)O2
(34) Cc1ccc(-c2nc3c4ccccc4ccn3c2Cc2ccccc2)cc1
(35) N#CN=CN1CC=C(c2ccc(Cl)cc2)CC1
(36) COc1ccc(-c2ccc(CN3C(C(C)C)C(=O)N(Cc4cn(CCC5OCCCO5)nn4)CCS3(=O)=O)cc2)cn1 (configuration not stated)
(37) Cc1ccc(Cc2c(-c3ccc(Br)cc3)nc3cc(C)ccn23)cc1
(38) COc1ccccc1C(=O)N/C(=C\c1cn(S(=O)(=O)N(C)C)c2ccccc12)C(=O)N1CCN(C)CC1
(39) C[C@H](CO)N1C[C@H](C)[C@@H](CN(C)C(=O)CN2CCOCC2)Oc2cc(Br)ccc2S1(=O)=O
(40) CC(=O)c1ccc(OCC(=O)NC(=O)NC2CCCC2)cc1
assay / entry	33	34	35	36	37	38	39	40
CRFBP-R2 block	16	6	0	5	18	-33	-4	-7
GalR3 antagonist	-1	-3	-1	3	-6	-5	-4	-8

(41) C[C@@H]1CN([C@@H](C)CO)C(=O)CCCn2nncc2CO[C@H]1CN(C)C(=O)c1ccccc1
(42) Cc1ccc(S(=O)(=O)N2C[C@]3(O)C[C@@H]4C(=O)N(c5ccccc5)C(=O)[C@@H]4C[C@]3(OC(=O)NCC3CCCCC3)C2)cc1
(43) NC(=O)C1CCN(C(=O)c2ccc3ncsc3c2)CC1
(44) COc1ccc(NC(=O)C[C@H]2C(=O)N(c3ccccc3)C[C@@H]2Cc2ccccc2)cc1
(45) C[C@@H]1CN([C@@H](C)CO)C(=O)c2cc(Br)cnc2O[C@H]1CN(C)C(=O)C1CCCCC1
(46) OCCCN1CNC(=S)NC1
(47) O=C(Nc1ccn(CCCNCC2CCCCC2)c(=O)n1)OCc1ccccc1
(48) COc1ccc(Nc2cc(C)nc3ccc(C)cc23)cc1
assay / entry	41	42	43	44	45	46	47	48
CRFBP-R2 block	33	1	-9	-10	-5	-5	-5	-20
GalR3 antagonist	-5	-6	-5	-6	-5	-4	-2	-9

Part of the list above in order of SMILES length, low to high:
(46) OCCCN1CNC(=S)NC1
(47) O=C(Nc1ccn(CCCNCC2CCCCC2)c(=O)n1)OCc1ccccc1
(45) C[C@@H]1CN([C@@H](C)CO)C(=O)c2cc(Br)cnc2O[C@H]1CN(C)C(=O)C1CCCCC1
assay / entry	46	47	45
CRFBP-R2 block	-5	-5	-5
GalR3 antagonist	-4	-2	-5

(cont.)
(49) CCN(C(=O)c1ccc(NC(=O)C2CCCCC2C(=O)O)cc1)c1ccccc1 (configuration not stated)
(50) COc1ccc(C)cc1-n1cnc2sc(C)c(C)c2c1=O
(51) O=C(O)c1ccc(CNC(=O)C2CCN(S(=O)(=O)c3ccc4c(c3)OCCO4)CC2)cc1
(52) CC(C)C1C(=O)N(Cc2cn(Cc3ccco3)nn2)CCS(=O)(=O)N1Cc1ccc(-c2ccncc2)cc1 (configuration not stated)
(53) Nc1cc(=O)c2[nH]cnc2[nH]1
(54) CC(C)NC(=O)Nc1ccc2c(c1)C(=O)N([C@@H](C)CO)C[C@H](C)[C@H](CN(C)S(=O)(=O)c1ccccc1)OCCCC[C@H](C)O2
(55) O=C(COC(=O)c1ccc(Cl)c(S(=O)(=O)N2CCCCC2)c1)NC1CCCCC1
(56) C[C@@H]1CN([C@H](C)CO)C(=O)CCCn2nncc2CO[C@H]1CN(C)Cc1ccc2c(c1)OCCO2
assay / entry	49	50	51	52	53	54	55	56
CRFBP-R2 block	-2	-13	-5	-1	0	-2	-5	-4
GalR3 antagonist	-1	-6	-3	-5	-5	-3	0	3

(57) CC1CCCN(C(=O)c2cccc(S(=O)(=O)NCc3ccccc3)c2)C1 (configuration not stated)
(58) O=[N+]([O-])c1ccccc1N=Nc1ccc(O)cc1O
(59) CCN1C(=O)[C@H]2[C@@H](c3ccc(C)cc3)N[C@]3(CCCN(Cc4ccccc4)C3=O)[C@H]2C1=O
(60) CN(C)C(=O)c1cccc(COc2ccc(N3C(N)=NC(N)=NC3(C)C)cc2Cl)c1
(61) COc1ccccc1N1CCN(S(=O)(=O)CCNC(=O)CCc2ccccc2)CC1
(62) CN[C@H]1C[C@H]2c3[nH]c4ccccc4c3CCN2C(=O)[C@H]1[C@H](C)O
(63) CCN1C(=O)[C@H]2[C@@H](c3ccc(C(F)(F)F)cc3)N[C@]3(CCCN(Cc4ccccc4)C3=O)[C@H]2C1=O
(64) CCOC(=O)CCCCCC(=O)Nc1ccc2c(c1)C(=O)N([C@H](C)CO)C[C@H](C)[C@@H](CN(C)S(C)(=O)=O)OCCCC[C@@H](C)O2
(65) C[C@H](CO)N1C[C@H](C)[C@@H](CN(C)C(=O)C2CC2)OCc2cnnn2CCCC1=O
assay / entry	57	58	59	60	61	62	63	64	65
CRFBP-R2 block	-6	1	-8	-16	16	13	3	-23	-16
GalR3 antagonist	-8	-4	-6	12	-3	-7	-7	-6	-7

Fetched by compound from the list above:
(58) O=[N+]([O-])c1ccccc1N=Nc1ccc(O)cc1O
(59) CCN1C(=O)[C@H]2[C@@H](c3ccc(C)cc3)N[C@]3(CCCN(Cc4ccccc4)C3=O)[C@H]2C1=O
(65) C[C@H](CO)N1C[C@H](C)[C@@H](CN(C)C(=O)C2CC2)OCc2cnnn2CCCC1=O
assay / entry	58	59	65
CRFBP-R2 block	1	-8	-16
GalR3 antagonist	-4	-6	-7

Assay outcomes deposited in PubChem BioAssay by several laboratories.
